ATXN viability = Viability Counterscreen for Primary qHTS for Inhibitors of ATXN expression; Potency, µM (series often up to 56.7 µM), usual class: cytotoxic; hit rate 0.49% among 400,000; S2 cells (HEK-293 line with an ATXN2-luciferase reporter) viability, CellTiter-Fluor protease fluorescence, 24 h; active = well fitted cell-killing curve with a large enough effect; inconclusive = small, poorly fitted or top-dose-only effect, or effect the other way; inactive = no such curve, though single readings can be large or run the other way; note: nearly all actives have a fitted effect of over 40% in size
Calls only; i = inactive; ? = inconclusive. Potency is the fitted concentration of half-maximal effect. Not all compounds are listed; rates above refer to the full screens.

SMILES	ATXN viability
Cc1oc(-c2ccccc2NC(=O)c2cccnc2)nc1CNC(=O)C1CCCCCN1C (centres undefined)	i
COc1ccc(CN2CCOc3ccc(C(O)c4cccnc4)cc3C2)cc1 (centres undefined)	i
O=C(NCCN1CCOCC1)c1cnn(-c2nccc(-c3cc4ccccc4o3)n2)c1C1CC1	?
CC(=O)N1CCC[C@H]1C(=O)NCC1Cc2cc(C)cc(-c3ccc(Cl)cc3)c2O1 (some centres undefined)	i
COc1cc(CN2CCCC(n3cc(C(=O)N4CCCCC4)nn3)C2)cc2c1OCO2 (centres undefined)	i
COc1cc(=O)n2c(c1C(=O)N(C)Cc1nonc1C)CCN(Cc1cc(C)ccc1C)CC2	i
COCc1ccc(CN2Cc3ccccc3OC(c3ccccc3F)C2)o1 (centres undefined)	i
CCN1CCCC1CNC(=O)c1cnn(-c2ncc(C)c(-c3ccc(F)cc3)n2)c1C(C)C (centres undefined)	i
Cc1cnc(C)c(-c2ccc(O)c(CN3CCN(C=O)CC3)c2)n1	i
COc1cc(=O)n2c(c1C(=O)N(C)Cc1nccs1)CCN(Cc1cc(C)cc(C)c1)CC2	i
CC(C)c1c(C(=O)N2CCN(CCO)CC2)cnn1-c1nccc(-c2cccs2)n1	i
Cc1nc2ccc(C(=O)NCC3CCC4(CCN(Cc5cccnc5)CC4)O3)cc2nc1C (centres undefined)	i
O=C(NCCc1ccncc1)c1cnn(-c2ncc3c(n2)-c2ccccc2CCC3)c1C1CC1	i
CCC1C(=O)NCCN1Cc1ccc2c(c1)CN(Cc1cccc(OC)c1)CCO2 (centres undefined)	i
CSc1ccc2cc(CNCc3ccccc3F)c(N3CCCC(CO)C3)nc2c1 (centres undefined)	i
COc1ccccc1-n1cc(C(=O)NCCN2Cc3ccccc3OC(c3ccsc3)C2)cn1 (centres undefined)	i
COc1ccc(CCNCC(O)COc2cccc(C)c2)cc1OC (centres undefined)	i
Cc1cc(C(=O)Nc2cccc(-c3nc(CNC(=O)c4sc(C)nc4C)c(C)o3)c2)c(C)o1	i
COc1cc(C)c(CN2C[C@H](Sc3ccccn3)C[C@H]2C(=O)N(C)C)cc1C	i
Cc1nc(NCc2c(F)cccc2F)sc1-c1ccn(CCN2CCOCC2)n1	i
COc1ccc(-c2cccc3c2OC(CNC(=O)c2ccccc2-n2cccn2)C3)nn1 (centres undefined)	i
COc1ccccc1C1CN(CC(=O)N2CCC(C(O)c3ccccn3)CC2)Cc2ccccc2O1 (centres undefined)	?
CCN(CCO)C(=O)c1cnn(-c2ncc3c(n2)-c2ccccc2CCC3)c1C1CC1	i
COC(=O)C1CCN(Cc2ccc3c(c2)CN(C(=O)c2ccc(-n4cnnn4)cc2)CCO3)CC1	i
COC(=O)[C@@H]1C[C@@H](NC(=O)c2cccc3c(C)c(C)[nH]c23)CN1Cc1cccc2ccccc12	i
CC1CN(Cc2cccn2-c2ncccn2)Cc2cc(Cl)ccc2O1 (centres undefined)	i
Cc1ccc(CN2CCc3nnc(C(NC(=O)c4ccoc4)C(C)C)n3CC2)cc1C (centres undefined)	i
Cc1cnc(-n2ncc(C(=O)NCCN3CCOCC3)c2C2CC2)nc1-c1cccs1	i
C#C[C@]1(OC(C)=O)CC[C@H]2[C@@H]3CCC4=CC(=O)CC[C@@H]4[C@H]3CC[C@@]21C	i
COc1ccc(CCNC(=O)c2cnn(-c3nccc(-c4ccco4)n3)c2C)cc1	i

3 structures already listed, arranged by SMILES length, falling.
SMILES	ATXN viability
C#C[C@]1(OC(C)=O)CC[C@H]2[C@@H]3CCC4=CC(=O)CC[C@@H]4[C@H]3CC[C@@]21C	i
COc1ccc(-c2cccc3c2OC(CNC(=O)c2ccccc2-n2cccn2)C3)nn1 (centres undefined)	i
CCC1C(=O)NCCN1Cc1ccc2c(c1)CN(Cc1cccc(OC)c1)CCO2 (centres undefined)	i

Remaining list, next part
SMILES	ATXN viability
CCC1CN(CCNC(=O)C2CCCCN2C)Cc2cc(OC)ccc2O1 (centres undefined)	i
Cc1cc(C)n(Cc2cccc(C(=O)NCC3Cc4cccc(-c5ncccn5)c4O3)c2)n1 (centres undefined)	i
Cc1cc2c(c(-c3cnccn3)c1)OC(CNC(=O)c1ccccc1C(F)(F)F)C2 (centres undefined)	i
COC(=O)[C@@H]1CCCN1Cc1ccc2c(c1)CN(Cc1coc3ccc(C)cc3c1=O)CCO2	?
CCC1(C2CCN(C(=O)c3ccc(C)cc3C)CC2)NC(=O)N(CCc2scnc2C)C1=O (centres undefined)	i
CC(C)NC[C@H](O)c1ccc(NS(C)(=O)=O)cc1	i
CCCS(=O)(=O)NCc1c(C)ncc2c1CCN(C(=O)/C=C/c1cccc(Cl)c1)C2	i
COc1cccc(CN(C)C(=O)c2cnn(-c3nccc(-c4ccc5c(c4)OCO5)n3)c2C)c1	i
CC(=O)OCC(=O)[C@@]1(O)[C@H](C)C[C@H]2[C@@H]3C[C@H](F)C4=CC(=O)C=C[C@]4(C)[C@H]3[C@@H](O)C[C@@]21C	?
CC(=O)c1ccc(F)c(-c2cc(C)cc3c2OC(CNC(=O)c2ccnn2C)C3)c1 (centres undefined)	i
O=C(Cn1cncn1)NCC1Cc2cc(-c3ccsc3)cc(Cl)c2O1 (centres undefined)	i
CC(C)Cc1nc2cc(NS(=O)(=O)N(C)C)cc(C(=O)N3CCSCC3)c2n1C	?
COCc1ccc(C(=O)N2CCOc3ccc(CN4CCN(c5ccc(F)cc5)CC4)cc3C2)o1	i
COc1ccc(S[C@@H]2C[C@@H](C(=O)Nc3ccc4nccnc4c3)N(C3Cc4ccccc4C3)C2)cc1	?
Cc1ccc(C(=O)N(Cc2cc3cccc(C)c3nc2N2CCC(O)CC2)C2CC2)cc1	i
Cc1cc(C(=O)Nc2ccccc2-c2nc(CNC(=O)C3(C)CCCCC3)c(C)o2)c(C)o1	i
Cc1cnc(-n2ncc(C(=O)NCCN3CCOCC3)c2-c2cccs2)nc1-c1ccc(F)cc1	i
CC(C)(CNC(=O)c1cnn(-c2nccc(-c3cccs3)n2)c1C1CC1)N1CCOCC1	i
COc1cc(=O)n2c(c1C(=O)N(C)Cc1nonc1C)CCN(Cc1ccc(C)cc1C)CC2	i
COC(=O)c1cc(CNC(=O)c2ccccc2OC)cc(NC(=O)c2ccccc2F)c1	?
CCC(=O)OCC(=O)[C@@]1(OC(=O)CC)[C@H](C)C[C@H]2[C@@H]3CCC4=CC(=O)C=C[C@]4(C)[C@@]3(F)[C@@H](O)C[C@@]21C	i
CN1CC(O)c2cc(N=NC(N)=O)c(O)cc21 (centres undefined)	?
Cc1cccc2c(N3CCCC3)nc(CNS(=O)(=O)c3ccc4ccccc4c3)nc12	i
Cc1csc(C(C)N(C)C(=O)c2cnn(-c3nccc(-c4cc(C)sc4C)n3)c2C)n1 (centres undefined)	i
COc1ccc(O)c(CN2CCC3(CCC(CNC(=O)c4ccco4)O3)CC2)c1 (centres undefined)	i
CCC(=O)O[C@@H]1CC(=O)O[C@H](C)C/C=C/C=C/[C@H](O)[C@H](C)C[C@H](CC=O)[C@H](O[C@@H]2O[C@H](C)[C@@H](O[C@H]3C[C@@](C)(O)[C@@H](OC(=O)CC)[C@H](C)O3)[C@H](N(C)C)[C@H]2O)[C@H]1OC	i
Cc1c(C(=O)N2CCCCC2c2cccnc2)sc2ncnc(NCc3cccs3)c12 (centres undefined)	i
C[C@@H]1CN(Cc2ccc3c(c2)CN(C(=O)CN2CCOc4ccccc4C2)CCO3)C[C@H](C)O1	i
COCc1ccc(CN2Cc3ccccc3OC(c3ccccc3OC)C2)o1 (centres undefined)	i
CNC(=O)[C@@H]1C[C@H](Sc2nc3ccccc3[nH]2)CN1Cc1cccc(C(F)(F)F)c1	i
CC(CC(c1ccccc1)c1ccccc1)NC(C)(C)C (centres undefined)	i
CCC1CN(CCNC(=O)c2ccsc2)Cc2cc(OC)ccc2O1 (centres undefined)	i
COc1cc(=O)n2c(c1C(=O)N1CCc3ccccc3C1)CCN(Cc1ccc(CO)o1)CC2	i
Cc1ccc(CN2CCOc3ccc(CN4CCN(CCO)CC4)cc3C2)s1	i
COc1ccc(CN2CCOc3ccc(CN4CCC(O)(c5cccnc5)CC4)cc3C2)c(C)c1C	i
O=C(NCc1nnc2n1CCN(Cc1cccc(C(F)(F)F)c1)CC2)c1ccncc1	i
CC(=O)N[C@@H](C=O)[C@H](O)[C@H](O)[C@@H](O)CO	?
Cc1ccc2cc(CNC(C)c3cccc4ccccc34)c(N3CCC(O)CC3)nc2c1 (centres undefined)	i
COc1cccc(C(=O)NCC2Cc3cccc(-c4ncccn4)c3O2)c1OC (centres undefined)	i
COc1cc(=O)n2c(c1C(=O)N(C)Cc1ccsc1)CCN(Cc1c(C)nn(C)c1Cl)CC2	i
COc1cc(=O)n2c(c1C(=O)NCc1ccco1)CCN(Cc1ccc3ccccc3c1)CC2	i
CCc1nc2cc(C(=O)NC3CCOC(C)(C)C3)cc(NC(=O)c3ccccc3OC)c2n1C (centres undefined)	i
COCC(=O)Nc1cc(C(=O)NC2Cc3ccccc3C2)cc2nc(-c3cccnc3)n(C)c12	i
COC(=O)c1cccc(C(=O)N2CCc3c(cnc(C)c3CNC(=O)c3ccsc3)C2)c1	i
CN[C@]1(C)[C@H]2CC[C@@H](C2)C1(C)C	i

Three entries from above in a different format.
| SMILES | ATXN viability |
| --- | --- |
| CC(=O)N[C@@H](C=O)[C@H](O)[C@H](O)[C@@H](O)CO | ? |
| Cc1ccc2cc(CNC(C)c3cccc4ccccc34)c(N3CCC(O)CC3)nc2c1 (centres undefined) | i |
| COc1cccc(C(=O)NCC2Cc3cccc(-c4ncccn4)c3O2)c1OC (centres undefined) | i |

In the list so far, these have a Cl atom.
SMILES	ATXN viability
CC(=O)N1CCC[C@H]1C(=O)NCC1Cc2cc(C)cc(-c3ccc(Cl)cc3)c2O1 (some centres undefined)	i
CC1CN(Cc2cccn2-c2ncccn2)Cc2cc(Cl)ccc2O1 (centres undefined)	i
CCCS(=O)(=O)NCc1c(C)ncc2c1CCN(C(=O)/C=C/c1cccc(Cl)c1)C2	i
O=C(Cn1cncn1)NCC1Cc2cc(-c3ccsc3)cc(Cl)c2O1 (centres undefined)	i
COc1cc(=O)n2c(c1C(=O)N(C)Cc1ccsc1)CCN(Cc1c(C)nn(C)c1Cl)CC2	i

Additional entries follow.
SMILES	ATXN viability
COc1ccccc1-c1ccnc(-n2ncc(C(=O)NCCc3ccccn3)c2C)n1	i
Cc1ncc2c(c1CNC(=O)c1ccccc1F)CCN(C(=O)c1ccc3c(c1)OCCO3)C2	?
CCC1CN(CCC(=O)N2CCN(c3ncccn3)CC2)Cc2cc(OC)ccc2O1 (centres undefined)	i
CC(C)NC[C@@H](O)COc1ccc(CCOCC2CC2)cc1	i
C=C1c2c(Cl)ccc(O)c2C(O)=C2C(=O)[C@]3(O)C(O)=C(C(N)=O)C(=O)[C@@H](N(C)C)[C@@H]3[C@@H](O)[C@H]12	i
CO[C@H]1[C@H](NC(=O)c2ccsc2)c2ccccc2C12CCN(Cc1ccc3c(c1)OCO3)CC2	?
Cc1c(C(=O)NCC2COCCO2)cnn1-c1nccc(-c2cccs2)n1 (centres undefined)	i
CCn1c(-c2ccccc2F)nc2cc(NC(C)=O)cc(C(=O)N(C)Cc3ccc4nccnc4c3)c21	?
Cc1ccc(C)c(C(=O)N2CCC(C3(c4ccccn4)NC(=O)N(CC4CCCO4)C3=O)CC2)c1 (centres undefined)	i
COC(=O)[C@@H]1CCCN1C(=O)c1cc(NC(=O)c2ccccc2)cc2ncn(C3CCCC3)c12	i
CSc1nnc(CNS(=O)(=O)c2ccc(F)cc2F)n1-c1ccccc1C	i
COc1cc(=O)n2c(c1C(=O)N(C)Cc1nonc1C)CCN(Cc1ccccc1Cl)CC2	i
CCOC(=O)CN(C)C(=O)c1cnn(-c2ncc3c(n2)-c2ccccc2CCC3)c1C	i
COc1cccc(CN2CCC3(CCC(CNC(=O)c4ccco4)O3)CC2)c1OC (centres undefined)	i
Cc1ccc(CNc2ncnc3sc(C(=O)N4CCC[C@H]4C(N)=O)c(C)c23)o1	i
CC(C)c1c(C(=O)N(C)CC2CCCN(C)C2)cnn1-c1nccc(-c2cccs2)n1 (centres undefined)	i
O=C(c1n[nH]c2c1CCCC2)N1CCOc2ccc(C(O)C(c3ccccc3)c3ccccc3)cc2C1 (centres undefined)	?
CC[C@@H]1OC(=O)[C@H](C)[C@H](O[C@@H]2C[C@](C)(OC)[C@H](O)[C@H](C)O2)[C@H](C)[C@H](O[C@@H]2O[C@@H](C)C[C@@H](N(C)C)[C@@H]2O)[C@](C)(O)C[C@H](C)C(=O)[C@H](C)[C@H](O)[C@]1(C)O	i
Cc1nc(NCc2cnn(C)c2)sc1-c1ccn(-c2cccc(F)c2)n1	i
CCCS(=O)(=O)NCc1c(C)ncc2c1CCN(C(=O)c1ccc(Cl)cc1)C2	i
Cc1ncc2c(c1CNS(=O)(=O)N(C)C)CCN(C(=O)/C=C/c1ccccc1Cl)C2	i
Cc1c(C(=O)N(C)C2CCOC2)sc2ncnc(NCC3(c4ccccc4)CCOCC3)c12 (centres undefined)	i
CC(C)c1c(C(=O)NCc2ccncc2)cnn1-c1nccc(-c2cccs2)n1	i
C[C@@]12CCC(=O)C[C@@H]1CC(=O)[C@H]1[C@H]3CCC[C@]3(C)C(=O)C[C@@H]12 (tested in a mixture with another compound)	i
COc1ccc(CN2CCC(n3cc(C(=O)N4CCCC4)nn3)CC2)c(OC)c1C	i
COc1ccc(OC)c(CN2CCCC(c3nc(-c4ccncc4)ncc3-c3ccccc3C)C2)c1 (centres undefined)	i
N[C@H](Cn1ccc(=O)c(O)c1)C(=O)O	i
CCCCC1CN(CCNC(=O)c2ccccn2)Cc2ccccc2O1 (centres undefined)	i
CC(C)(CNC(=O)c1cnn(-c2ncc3c(n2)-c2ccccc2CCC3)c1C1CC1)N1CCOCC1	i
COc1ccc2c(c1)CCc1cnc(-n3ncc(C(=O)N(C)CCc4ccccn4)c3C)nc1-2	i
C=Cc1c(C)c2cc3nc(cc4[nH]c(cc5nc(cc1[nH]2)C(C)=C5CCC(=O)OC)c(CCC(=O)O)c4C)[C@@]1(C)C3=CC=C(C(=O)OC)[C@H]1C(=O)OC	?

Screening results deposited in PubChem BioAssay by National Center for Advancing Translational Sciences (NCATS).
